Source: PubChem BioAssay (NCI)
Growth percent in the NCI-60 one-dose screen (48 h, 10 µM unless noted): 100 = growth as untreated, 0 = no growth, -100 = all killed.
T-47D: T-47D breast cancer. 79,000 compounds, 5% hits. AID 1794792
SK-MEL-28: SK-MEL-28 melanoma. 81,000 compounds, 4.1% hits
BT-549: BT-549 breast cancer. 78,000 compounds, 4.4% hits. AID 1794793
SK-MEL-2: SK-MEL-2 melanoma. 77,000 compounds, 4.7% hits. AID 1794763
MDA-MB-435: MDA-MB-435 melanoma | 82,000 compounds, 7.8% hits | AID 1794794
LOX IMVI: LOX IMVI melanoma; AID 1794757; 79,000 compounds, 7.4% hits
HS 578T: HS 578T breast cancer; 78,000 compounds, 4.1% hits; AID 1794788
SK-MEL-5: SK-MEL-5 melanoma; 80,000 compounds, 6.4% hits; AID 1794755
Starred values were filed as active, the others as inactive; ! = repeats disagree. How the source made its calls: active means growth percent below 10; inactive means the rest.

O=c1oc2ccccc2nc1/C=C(\O)c1ccncc1 was read as T-47D 93, SK-MEL-28 119, BT-549 89, SK-MEL-2 95, MDA-MB-435 109, LOX IMVI 104, HS 578T 82 and SK-MEL-5 94.
`COc1ccc(/C=N/NC(=O)c2cnn3c2NC(c2ccccc2)C3)cc1OCc1ccccc1` (centres undefined) gave T-47D 50, SK-MEL-28 96, BT-549 80, SK-MEL-2 82, MDA-MB-435 37, LOX IMVI 90, HS 578T 109 and SK-MEL-5 71.
For CC(=O)OCC(=O)[C@@]1(O)CC[C@H]2[C@@H]3CCC4=CC(=O)C=C[C@]4(C)[C@H]3C(=O)C[C@@]21C the results were T-47D 105, SK-MEL-28 111, BT-549 105, MDA-MB-435 108, LOX IMVI 87, HS 578T 118 and SK-MEL-5 98.
`COc1ccc(C(=O)/C(=C/c2ccc(Cl)cc2)S(=O)(=O)c2ccc(C)cc2)cc1` gave T-47D 95, SK-MEL-28 102, BT-549 106, MDA-MB-435 92, LOX IMVI 104, HS 578T 127 and SK-MEL-5 102.
For COc1ccc(-n2ncc3c2CCc2cccnc2-3)cc1 the results were T-47D 101, SK-MEL-28 97, BT-549 110, SK-MEL-2 102, MDA-MB-435 99, LOX IMVI 107, HS 578T 98 and SK-MEL-5 99.
For Cc1cc2nc3c([nH]c2cc1C)c1ccc(=O)cc1n3CCN(C)C the results were T-47D 60, SK-MEL-28 51, BT-549 65, SK-MEL-2 73, MDA-MB-435 45, HS 578T 81 and SK-MEL-5 41.
CC(=O)NCC1(O)CCCC(C)C1 (centres undefined) was read as T-47D 104, SK-MEL-28 127, BT-549 111, SK-MEL-2 116, MDA-MB-435 106, LOX IMVI 104, HS 578T 125 and SK-MEL-5 100.
For COc1ccc2cc1Oc1cc3c(cc1OC)CC[N+](C)(C)C3Cc1ccc(cc1)Oc1c(OC)c(OC)cc3c1C(C2)[N+](C)(C)CC3 (centres undefined) the results were T-47D 107, SK-MEL-28 115, BT-549 110, SK-MEL-2 117, LOX IMVI 99, HS 578T 102 and SK-MEL-5 107.
`Cc1ccc(Cc2cnc(NC(=O)c3ccc4noc(-c5ccccc5)c4c3)s2)cc1` gave T-47D 79, SK-MEL-28 99, BT-549 100, SK-MEL-2 100, MDA-MB-435 86, LOX IMVI 93, HS 578T 96 and SK-MEL-5 95.
For CC(C(=O)O)c1ccc(N2Cc3ccccc3C2=O)cc1 (centres undefined) the results were T-47D 108, SK-MEL-28 103, BT-549 105, SK-MEL-2 114, MDA-MB-435 99, LOX IMVI 100, HS 578T 121 and SK-MEL-5 102.
COc1ccc(S(=O)(=O)NCCCNc2nccc(-c3[nH]c(-c4ccccc4)nc3-c3ccc(F)c(OC)c3)n2)cc1 was read as T-47D 42, SK-MEL-28 77, SK-MEL-2 79, MDA-MB-435 60, LOX IMVI 39, HS 578T 49 and SK-MEL-5 67.
Screening O=C(CSc1nccc(=O)[nH]1)Nc1ccc(-c2nc3ccc([N+](=O)[O-])cc3[nH]2)cc1 returned T-47D 95, SK-MEL-28 105, BT-549 105, SK-MEL-2 102, MDA-MB-435 65, LOX IMVI 47, HS 578T 123 and SK-MEL-5 96.
O=C(CCCCCCCNC(=O)c1cc(=O)c(O)co1)Nc1ccccc1 was read as T-47D 96, SK-MEL-28 107, BT-549 97, SK-MEL-2 112, MDA-MB-435 101, LOX IMVI 99, HS 578T 100 and SK-MEL-5 100.
For CC(=O)c1cc(C)c(OC(=O)c2ccccc2)c(C)c1 the results were T-47D 75, SK-MEL-28 117, BT-549 98, MDA-MB-435 95, LOX IMVI 90, HS 578T 100 and SK-MEL-5 89.
Screening NC(=O)CN(CC(N)=O)CC(N)=O returned T-47D 106, SK-MEL-28 103, BT-549 107, SK-MEL-2 102, MDA-MB-435 102, LOX IMVI 105, HS 578T 112 and SK-MEL-5 103.
For Cc1ccc(-c2onc3c(=O)[nH]nc(-c4ccccc4)c23)cc1 the results were T-47D 37, SK-MEL-28 67, BT-549 41, SK-MEL-2 26, MDA-MB-435 -35*, LOX IMVI 38 and HS 578T 17.
`CC(=O)CC(=O)NC1CCCCCC1` gave T-47D 100, SK-MEL-28 115, BT-549 100, SK-MEL-2 106, LOX IMVI 106, HS 578T 105 and SK-MEL-5 105.
NC(=O)c1c(NC(=O)COC(=O)c2ccccc2)sc2c1CCC2 was read as T-47D 94, SK-MEL-28 116, BT-549 110, SK-MEL-2 47, MDA-MB-435 115, LOX IMVI 101, HS 578T 128 and SK-MEL-5 96.
`Cc1ccc(C(F)(F)F)cc1N1CCN(C(=O)[C@H]2C[C@H]2c2cccc(S(F)(F)(F)(F)F)c2)CC1` gave T-47D 49, SK-MEL-28 92, BT-549 80, SK-MEL-2 76, MDA-MB-435 90, LOX IMVI 88, HS 578T 86 and SK-MEL-5 62.
COc1ccc(N2C(=O)C(OC)C2c2ccc(F)cc2)cc1 (centres undefined) was read as T-47D 114, SK-MEL-28 112, BT-549 102, SK-MEL-2 123, MDA-MB-435 104, LOX IMVI 93, HS 578T 100 and SK-MEL-5 101.

Copied from the listing (five entries):
For Cc1ccc(-c2onc3c(=O)[nH]nc(-c4ccccc4)c23)cc1 the results were T-47D 37, SK-MEL-28 67, BT-549 41, SK-MEL-2 26, MDA-MB-435 -35*, LOX IMVI 38 and HS 578T 17.
`CC(=O)CC(=O)NC1CCCCCC1` gave T-47D 100, SK-MEL-28 115, BT-549 100, SK-MEL-2 106, LOX IMVI 106, HS 578T 105 and SK-MEL-5 105.
NC(=O)c1c(NC(=O)COC(=O)c2ccccc2)sc2c1CCC2 was read as T-47D 94, SK-MEL-28 116, BT-549 110, SK-MEL-2 47, MDA-MB-435 115, LOX IMVI 101, HS 578T 128 and SK-MEL-5 96.
`Cc1ccc(C(F)(F)F)cc1N1CCN(C(=O)[C@H]2C[C@H]2c2cccc(S(F)(F)(F)(F)F)c2)CC1` gave T-47D 49, SK-MEL-28 92, BT-549 80, SK-MEL-2 76, MDA-MB-435 90, LOX IMVI 88, HS 578T 86 and SK-MEL-5 62.
COc1ccc(N2C(=O)C(OC)C2c2ccc(F)cc2)cc1 (centres undefined) was read as T-47D 114, SK-MEL-28 112, BT-549 102, SK-MEL-2 123, MDA-MB-435 104, LOX IMVI 93, HS 578T 100 and SK-MEL-5 101.

The list continues:
For O=C(/C=C/c1ccc(F)cc1)Nc1ncc(Cc2ccc(F)cc2)s1 the results were T-47D 28, SK-MEL-28 67, BT-549 67, SK-MEL-2 32, MDA-MB-435 -48*, LOX IMVI 10.0*, HS 578T 23 and SK-MEL-5 2.8*.
`CC1=CC(c2cccs2)N2C=C(C)SC2=N1` (centres undefined) gave T-47D 96, SK-MEL-28 108, BT-549 111, SK-MEL-2 107, MDA-MB-435 101, LOX IMVI 98, HS 578T 116 and SK-MEL-5 97.
For C#CCn1cc(C2C(Cl)C(=O)N2c2ccc(N3CCOCC3=O)cc2)c2ccccc21 (centres undefined) the results were T-47D 95, SK-MEL-28 108, BT-549 100, SK-MEL-2 105, MDA-MB-435 107, LOX IMVI 98, HS 578T 104 and SK-MEL-5 101.
Nc1ccc(NC(=O)C(=O)O)cc1 was read as T-47D 109, SK-MEL-28 114, BT-549 118, SK-MEL-2 111, MDA-MB-435 110, LOX IMVI 103, HS 578T 94 and SK-MEL-5 105.
COC1(OC)C2(Cl)CCC1(Cl)C(Cl)=C2Cl was read as T-47D 98, SK-MEL-28 107, BT-549 117, SK-MEL-2 95, MDA-MB-435 100, LOX IMVI 94, HS 578T 100 and SK-MEL-5 102.
Screening CS(=O)(=O)c1ccc(-c2nn(-c3ccc(F)cc3)cc2/C=N/NC(=O)c2ccccc2)cc1 returned T-47D 100, SK-MEL-28 104, BT-549 96, SK-MEL-2 98, MDA-MB-435 103, LOX IMVI 94, HS 578T 95 and SK-MEL-5 89.
`COC(=O)c1sc2nc(CN3CCCc4ccccc43)[nH]c(=O)c2c1C` gave T-47D 106, SK-MEL-28 115, BT-549 102, SK-MEL-2 29, MDA-MB-435 109, LOX IMVI 92, HS 578T 92 and SK-MEL-5 112.
`O=C1c2ccccc2C(=O)c2cc(Cn3cc[n+](Cc4ccc5c(c4)C(=O)c4ccccc4C5=O)c3)ccc21` gave T-47D 81, SK-MEL-28 112, BT-549 103, SK-MEL-2 110, MDA-MB-435 102, LOX IMVI 97, HS 578T 101 and SK-MEL-5 104.
Screening c1cnc2nc(CSc3nnc4ccc(-c5ccncc5)nn34)oc2c1 returned SK-MEL-28 111, BT-549 93, SK-MEL-2 107, MDA-MB-435 106, LOX IMVI 100, HS 578T 99 and SK-MEL-5 102.
Screening CCCCCC(=O)c1cc(O)c(O)c(O)c1 returned T-47D 98, SK-MEL-28 107, BT-549 110, SK-MEL-2 108, MDA-MB-435 93, LOX IMVI 91, HS 578T 82 and SK-MEL-5 92.
Screening CC(C)=C(c1ccc(Cl)cc1)c1ccccc1Cl returned T-47D 100, SK-MEL-28 99, BT-549 93, SK-MEL-2 106, MDA-MB-435 115, LOX IMVI 90, HS 578T 119 and SK-MEL-5 105.
COC(=O)Cc1ccccn1 was read as T-47D 102, SK-MEL-28 123, BT-549 102, SK-MEL-2 106, MDA-MB-435 119, LOX IMVI 108 and SK-MEL-5 106.
Screening Nc1ncnc2c1N=C(c1ccc3c(c1)OCO3)CC(c1sc(Cl)nc1Cl)N2 (centres undefined) returned T-47D 94, SK-MEL-28 103, BT-549 89, MDA-MB-435 87, LOX IMVI 93, HS 578T 95 and SK-MEL-5 92.
For N=C1SCC(=O)N1c1ncc(Cc2cccc(Cl)c2Cl)s1 the results were T-47D 100, SK-MEL-28 105, BT-549 103, SK-MEL-2 115, MDA-MB-435 99, LOX IMVI 96, HS 578T 97 and SK-MEL-5 101.
CC(C)Cc1ccc(C(C)C(=O)NCc2ccc(Cn3c(=O)sn(CCCI)c3=O)cc2)cc1 (centres undefined) was read as T-47D -49*, SK-MEL-28 -72*!, BT-549 -82*!, SK-MEL-2 -40*!, MDA-MB-435 -73*!, LOX IMVI -97*!, HS 578T -1.0*! and SK-MEL-5 -97*!.
`O=C(Nc1ccc(Nc2ncnc3sc4c(c23)CCCC4)cc1)Nc1c(Cl)cccc1Cl` gave T-47D 80, SK-MEL-28 104, BT-549 99, SK-MEL-2 105, MDA-MB-435 103, LOX IMVI 94, HS 578T 89 and SK-MEL-5 99.
Screening COc1ccc(-c2nc3ccc(F)cc3s2)cc1 returned T-47D 66, SK-MEL-28 110, BT-549 96, SK-MEL-2 89, MDA-MB-435 105, LOX IMVI 94, HS 578T 103 and SK-MEL-5 99.
CC(=C(c1ccc(OCCN2CCCCC2)cc1)c1ccc(OCCN2CCCCC2)cc1)c1ccc(Cl)cc1 was read as T-47D -73*, SK-MEL-28 -96*, BT-549 -87*, SK-MEL-2 -83*, MDA-MB-435 -97*, LOX IMVI -94*, HS 578T -72* and SK-MEL-5 -97*.
For CC(C)=NNc1nc2ccccc2s1 the results were T-47D 90, SK-MEL-28 113, BT-549 107, SK-MEL-2 98, MDA-MB-435 114, LOX IMVI 91, HS 578T 93 and SK-MEL-5 95.
For Cc1cnc2ccc(Oc3ccccc3-c3ccccc3)nn12 the results were T-47D 110, SK-MEL-28 113, BT-549 107, SK-MEL-2 108, MDA-MB-435 110, LOX IMVI 98, HS 578T 120 and SK-MEL-5 107.
`Oc1ccc(Nc2ncnc3c2cnn3-c2cccc(F)c2)cc1` gave T-47D 85, SK-MEL-28 106, BT-549 102, SK-MEL-2 109, MDA-MB-435 102, LOX IMVI 94, HS 578T 95 and SK-MEL-5 98.
`Cc1ccc(C(=O)O)c([N+](=O)[O-])c1OCc1ccccc1` gave T-47D 97, SK-MEL-28 108, BT-549 103, SK-MEL-2 110, MDA-MB-435 109, LOX IMVI 103 and SK-MEL-5 99.
Screening O=C(NCCN1CCCCC1)n1cc(-c2ccncc2)c(-c2ccc(Cl)c(O)c2)n1 returned T-47D 79, SK-MEL-28 38, BT-549 69, SK-MEL-2 61, MDA-MB-435 59, LOX IMVI 65, HS 578T 92 and SK-MEL-5 73.
`Nc1[nH]nc2[nH]c(=O)n3c4ccccc4nc3c12` gave T-47D 93, SK-MEL-28 114, BT-549 105, SK-MEL-2 99, MDA-MB-435 103, LOX IMVI 98, HS 578T 90 and SK-MEL-5 93.
